NTR1 ag: agonists of NTR1, primary screen, imaging, U2OS cells, beta-arrestin-GFP, high content (AID 493036). P30989. NTR1-U2OS beta-arrestin-GFP spot imaging, agonist mode. activation, % at 20 µM. 0.17% of 330,000 active;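 active = activation at or above 40% of the spot to cytoplasm intensity ratio, with at least 20 cells analyzed; inconclusive = wells under 20 cells, flagged as cytotoxic or low count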;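 also: 0% = DMSO without peptide and 100% = 100 nM NTR1 peptide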
Target sequence (P30989 whole entry, looked up): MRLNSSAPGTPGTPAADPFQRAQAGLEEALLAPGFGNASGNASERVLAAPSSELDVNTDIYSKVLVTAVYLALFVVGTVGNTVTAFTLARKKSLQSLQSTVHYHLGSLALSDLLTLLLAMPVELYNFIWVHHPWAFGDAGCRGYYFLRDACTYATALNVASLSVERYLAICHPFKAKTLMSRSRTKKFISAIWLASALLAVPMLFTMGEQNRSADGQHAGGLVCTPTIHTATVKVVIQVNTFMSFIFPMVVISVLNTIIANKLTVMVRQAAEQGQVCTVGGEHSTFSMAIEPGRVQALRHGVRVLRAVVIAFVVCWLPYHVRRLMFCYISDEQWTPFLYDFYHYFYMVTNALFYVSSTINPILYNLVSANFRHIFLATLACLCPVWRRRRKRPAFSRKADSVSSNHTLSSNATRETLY
TNAP activators: human TNAP enzyme activators, primary screen, biochemical, luminescent, no phosphate acceptor, uHTS (AID 1001); purified TNAP, luminescent activation assay, no phosphate acceptor; higher activation fold means a stronger effect; one-dose activation fold at 20 µM; EC50 in µM for titrated hits; 0.03% of 200,000 active; in the data active = activation fold from about 3, or a potency from the dose series; inactive = the rest, 99 in 100 with activation fold below about 1.6; also: many of its hits are not listed in these tables
Rac1 GTP hydrolysis: MgcRacGAP GTPase-activating activity inhibitors, confirmation, biochemical, ADP Hunter fluorescence. inhibition, % at 30 µM; hits with a dose series show IC50 in µM. 0.6% of 340,000 active. MgcRacGAP-stimulated Rac1 GTP hydrolysis, ADP Hunter fluorescence; higher % means a stronger effect; GST-tagged Rac1 F28L mutant substrate;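 active = first-screen hits whose inhibition reached a set limit at any dose in the follow-up dose series; inconclusive = inhibition above the set first-screen limit but never retested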;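 also: fluorescence reports GDP produced by GAP-driven GTP hydrolysis; strong numbers were not always called active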
RSV antiviral HEp-2: inhibition of RSV-induced cytopathic effect – HEp-2 cells, primary 10 µM value included (AID 2391); HEp-2 cells, RSV-induced CPE inhibition; higher % means a stronger effect; one-dose CPE inhibition, % at 10 µM; IC50 in µM for titrated hits; 0.13% of 310,000 active; in the data active = a potency from the dose series; inconclusive = CPE inhibition mostly from about 23% at the one dose, without a potency; inactive = the rest, 99 in 100 with CPE inhibition below about 21%; also: strong numbers were not always called active
SV40 large T antigen: TAg ATPase/helicase activity blockers – biochemical (AID 1903). 0.39% of 310,000 active. SV40 large T antigen ATPase/helicase inhibition assay; higher % means a stronger effect. inhibition, % at 20 µM; hits with a dose series show IC50 in µM; in the data active = a potency from the dose series; inconclusive = inhibition mostly from about 32% at the one dose, without a potency; inactive = the rest, 99 in 100 with inhibition below about 32%; also: strong numbers were not always called active
K1F lysis inhibition: inhibition of K1F phage lysis, E. coli UTI89, bacterial capsule biogenesis inhibitors, alamar blue (AID 488966) | E. coli UTI89 K1F phage lysis, alamar blue, 2 h; higher % means a stronger effect | one-dose inhibition, % at 100 µM; IC50 in µM for titrated hits | 0.02% of 340,000 active;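 active = phage lysis inhibition, versus mean bacterial control, above a set limit; inconclusive = no clear call, values can overlap the other calls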;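 also: capsule biogenesis inhibitors block K1F phage lysis so surviving cells raise fluorescence; higher fluorescence means more inhibition of phage lysis; actives were called in the ten point dose series up to 300 µM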
T cell HTS: modulates CD8 T cell binding to vesicles; 0.068% of 330,000 active; 2C CD8+ T cell-vesicle binding, flow cytometry; hits give low values; calls only at 7 µM;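 active = response, share of CD8 T cells binding vesicles, and their 90th percentile fluorescence all below set limits, cut at about 80% in these data, passing the limit was not always enough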
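Also added: QL9-peptide-loaded Drosophila micro-vesicles bearing Ld, ICAM-1 and B7-1; Test system: purified 2C TCR transgenic mouse naive CD8+ T cells; Measured by: cytometric PE anti-B7-1 and Alexa647 anti-CD8 signals after 1% paraformaldehyde fixation; Timing: binding step 1.5 h, 37 °C, antibody labelling 20 min, ice.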
Myeloid diff MLP: myeloid differentiation induction | ER-HoxA9 myeloid progenitors, lysozyme-GFP differentiation, flow cytometry | calls only at 10 µM | 1% of 360,000 active;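 active = normalized GFP-positive differentiation at or above the plate's own cutoff, the solvent-only control mean plus 3 SD; inconclusive = no clear call, values can overlap the other calls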;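 also: cells exposed to compound for four days before flow analysis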
PhoP inhibition: inhibitors of PhoP regulon expression, primary screen, Salmonella Typhimurium, GFP reporter (AID 1863); S. Typhimurium PhoP-regulated promoter GFP reporter, 4 h; higher % means a stronger effect; inhibition, % at 50 µM, or IC50 in µM where a hit was titrated; 0.16% of 300,000 active;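 active = inhibition over 29.93%, a cutoff 3 SD above the screen mean, later confirmed by dose response; inconclusive = inhibition over 29.93% but no dose response follow-up; inactive = inhibition at most 29.93% or unconfirmed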;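 also: 0% = low Mg2+ inducing control and 100% = high Mg2+ repressing control; strong numbers were not always called active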
T cell HTS vesicle-bound %: further read-out of T cell HTS, marked with its call; double positive events, %; measured here: CD8+ vesicle-bound cell fraction;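 binding gate set so that unloaded-vesicle control wells show 10% double positive cells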
NTR1 ag cell count 20 µM: further read-out of NTR1 ag, marked with its call; cell count; measured here: cell count, cytotoxicity flag
Myeloid diff MLP GFP+ MAC1+ %: also measured in Myeloid diff MLP; calls as there; GFP+ MAC1+ double positive, %; measured here: differentiation confirmed by MAC1 staining
Numbers without * were called inactive; i = inactive; ? = inconclusive; . = no result given; [ ] = remark or other dose.

Results follow in this order: NTR1 ag	NTR1 ag cell count 20 µM	TNAP activators	Rac1 GTP hydrolysis	RSV antiviral HEp-2	SV40 large T antigen	K1F lysis inhibition	T cell HTS	T cell HTS vesicle-bound %	Myeloid diff MLP	Myeloid diff MLP GFP+ MAC1+ %	PhoP inhibition
> COc1ccc2nc(NC(=O)C3CCCN(S(=O)(=O)c4cccc5nsnc45)C3)sc2c1 (stereo not given)
→ 0.0	75	0.9	7%	13%	9%	0.9%	i	62	i	0.7	-2%
> CCOc1cc(/C=N/Nc2cccc(C(=O)O)c2)ccc1OCC(=O)N1CCCCC1
→ -0.4	90	1	.	.	6%	.	.	.	i	0.7	6%
> COc1ccc(Cl)cc1NC(=O)CCc1nnc2ccc(N3CCN(C)CC3)nn12
→ -1.9	55	.	0%	0.2%	4%	0.1%	i	53	?	.	6%
> COc1ccc(N2CCN(C(=O)NC3CC(=O)N(c4ccc(OC)cc4)C3)CC2)cc1 (stereo not given)
→ 2.0	48	1.1	28%	1.1%	43µM*	0.1%	i	40	i	0.3	4%
> Cc1cccc(/C=N/Nc2ccc3ccccc3n2)c1
→ 14	41	1.2	9%	15%	15%	1.3%	i	31	i	0.2	-7%
> Cc1cccc(NC(=O)CCCn2c(=S)[nH]c3ccccc3c2=O)c1
→ -1.0	54	1.1	1%	4.0%	17%	0.2%	i	28	i	0.4	-12%
> O=C(CN(c1cccc([N+](=O)[O-])c1)S(=O)(=O)c1ccccc1)NCc1cccnc1
→ -0.5	53	.	6%	1.5%	20%	0.3%	i	30	i	2.4	7%
> CC(C)N(C)S(=O)(=O)c1ccc(Cl)c(C(=O)O)c1
→ 3.1	53	1.1	3%	0.4%	4%	0.0%	i	28	i	0.9	-2%
> O=C(c1ccccc1)N1CC(COc2ccccc2)OC(c2ccco2)O1 (stereo not given)
→ -0.6	59	1.1	8%	-0.5%	4%	0.0%	i	19	i	0.5	11%
> COc1ccc(-c2n[nH]c3c2C(c2ccc(OC)c(OC)c2)N(c2ccccc2)C3=O)cc1 (stereo not given)
→ 9.8	61	1	14%	12%	-4%	0.0%	i	47	i	1.2	-4%
> O=C(OC(c1ccc(NS(=O)(=O)c2ccccc2)cc1)(C(F)(F)F)C(F)(F)F)c1ccccc1
→ 9.1	49	1	-10%	12%	-1%	-3.4%[50 µM]	i	46	i	0.6	?
> COc1ccc(NC(=O)CN2C(=O)C(C)SC(C)C2=O)cc1 (stereo not given)
→ -0.8	91	0.9	4%	0.4%	18%	-0.2%	i	56	i	0.2	4%
> Cc1ccccc1Cn1c(=O)n(C)c(=O)c2sccc21
→ -1.2	61	.	7%	0.0%	3%	0.1%	i	31	i	0.3	10%
> CC(NC(=O)C(Cc1ccccc1)N1C(=O)C2C3CCC(C3)C2C1=O)c1ccccc1 (stereo not given)
→ -1.3	95	1.1	3%	-0.3%	0%	0.6%	i	26	i	1.4	1%
> C=CCn1c(SCC(=O)Nc2nnc(C)s2)nnc1-c1cccnc1
→ 0.7	46	1.2	0%	2.3%	15%	i	i	34	i	0.2	5%
> COc1ccc(-c2csc(N(CCCN(C)C)C(=O)c3ccc(C(C)(C)C)cc3)n2)cc1
→ 10	26	.	-2%	4.6%	26%	-0.3%	i	60	i	1.1	-4%
> CNc1cc(=O)n(C)c(=O)n1-c1ccccc1
→ 1.4	51	.	5%	1.1%	18%	-1.2%	i	17	i	0.5	.
> COc1ccc(Oc2ccc(/C=C/C(=O)c3ccc(O)cc3)cc2[N+](=O)[O-])cc1
→ 33	40	0.9	8%	-2.0%	-2%	2.6%	i	43	i	0.7	9%
> Cc1ccc(N(C(=O)c2snc(C(N)=O)c2N)C(CC(C)C)C(=O)NC2CCCC2)cc1 (stereo not given)
→ 5.5	61	.	10%	0.5%	0%	0.1%	i	17	i	0.4	3%
> Cc1noc(C)c1COC(=O)c1ccc2c(c1)S(=O)(=O)c1ccccc1C2=O
→ -1.1	90	1.1	6%	1.6%	7%	0.2%	i	5	i	1.1	2%

Reprinted from the entries so far, 2 compounds:
Results follow in this order: NTR1 ag	NTR1 ag cell count 20 µM	TNAP activators	Rac1 GTP hydrolysis	RSV antiviral HEp-2	SV40 large T antigen	K1F lysis inhibition	T cell HTS	T cell HTS vesicle-bound %	Myeloid diff MLP	Myeloid diff MLP GFP+ MAC1+ %	PhoP inhibition
> O=C(OC(c1ccc(NS(=O)(=O)c2ccccc2)cc1)(C(F)(F)F)C(F)(F)F)c1ccccc1
→ 9.1	49	1	-10%	12%	-1%	-3.4%[50 µM]	i	46	i	0.6	?
> COc1ccc(NC(=O)CN2C(=O)C(C)SC(C)C2=O)cc1 (stereo not given)
→ -0.8	91	0.9	4%	0.4%	18%	-0.2%	i	56	i	0.2	4%

More structures.
Results follow in this order: NTR1 ag	NTR1 ag cell count 20 µM	TNAP activators	Rac1 GTP hydrolysis	RSV antiviral HEp-2	SV40 large T antigen	K1F lysis inhibition	T cell HTS	T cell HTS vesicle-bound %	Myeloid diff MLP	Myeloid diff MLP GFP+ MAC1+ %	PhoP inhibition
> Cc1ccc(/C=C/C(=O)Nc2ccc([N+](=O)[O-])c(NC(=O)/C=C/c3ccc(C)o3)c2)o1
→ .	.	1	165µM*	1.8%	28%	1.3%	i	48	i	0.1	-17%
> COCCN1C(=O)c2oc3c(C)cc(C)cc3c(=O)c2C1c1cccc(O)c1 (stereo not given)
→ -0.4	82	1.1	6%	2.2%	20%	1.2%	i	37	i	0.7	-3%
> CCOc1cc(/C=C2/N=C(C)C(C(=O)OC)=C2O)ccc1O
→ 0.7	28	0.6	26µM*	-0.5%	5.8µM*	0.3%	i	35	i	1.0	-3%
> CC(=O)c1cccc(NC(=O)CCN2C(=O)C3CC=CCC3C2=O)c1 (stereo not given)
→ 1.1	59	.	2%	-0.4%	.	0.1%[50 µM]	i	22	i	0.9	.
> Cc1nnc(SCC(=O)NC2CCC(C)CC2)s1 (stereo not given)
→ -0.9	65	.	5%	-1.1%	19%	-1.4%	i	24	i	1.5	0%
> O=C(NCC(=O)N1CCN(S(=O)(=O)c2ccccc2F)CC1)c1ccc(Br)o1
→ 0.1	51	.	7%	2.3%	24%	-0.1%	i	12	i	0.6	-2%
> COC(=O)CN1C(=O)C2(C(C#N)=C(N)Oc3ccccc32)C2=C1CC(C)(C)CC2=O (stereo not given)
→ -0.8	95	1.2	-4%	1.4%	-1%	0.2%	i	45	i	0.7	-1%
> CC1CCN(C(=O)CSc2nnc(Cc3cccn3C)n2-c2ccc(F)cc2)CC1
→ 5.5	66	1	1%	1.7%	-3%	5.9%	i	61	i	1.9	-2%
> Cc1cc(C(=O)Nc2ccc(Nc3ccccc3)cc2)ccc1[N+](=O)[O-]
→ 15	48	.	9%	?	7%	-0.2%	i	12	i	1.1	5%
> CC(C)[C@H](NC(=O)c1ccccc1)C(=O)Nc1ccc2c(c1)OCO2
→ -3.6	48	.	1%	1.1%	.	1.1%[50 µM]	i	41	i	0.5	.
> Cn1c(=O)c2c(nc(N3CCN(Cc4ccccc4)CC3)n2CC(=O)c2ccccc2)n(C)c1=O
→ 2.7	49	.	-6%	0.3%	.	i	i	16	i	1.2	.
> CCOc1ccc(-n2c(O)c(/C=N/c3ccnn3Cc3ccncc3)c3ccccc3c2=O)cc1
→ 0.8	72	0.9	-1%	-0.2%	5%	0.3%	i	44	i	1.3	0%
> Cc1cc(Cl)ccc1NNC(N)=S
→ 2.8	54	.	6%	0.5%	23%	-0.1%	i	46	i	0.7	-1%
> S=c1[nH]nc(-c2ccco2)n1/N=C/c1c(Cl)cccc1Cl
→ 5.0	56	.	9%	-0.1%	19%	-0.2%	i	13	i	0.2	-7%
> Cn1c(=O)c2c(SCC(=O)N3CCOCC3)nc(-c3ccccc3Cl)nc2n(C)c1=O
→ 2.7	84	.	9%	1.9%	9%	0.0%	i	61	i	0.9	5%
> CC(C)C(=O)Nc1ccc(Sc2ccc(F)cc2)cc1
→ -1.8	77	1.1	6%	19%	18%	0.6%	i	28	i	0.7	11%
> COc1ccccc1-n1nnnc1SCC(=O)NC1CC1
→ 0.4	69	.	1%	0.8%	14%	0.3%[50 µM]	i	36	i	0.7	-6%
> COc1ccc(/C=C2\SC(=O)N(CC(=O)Nc3cccc(C)c3)C2=O)cc1O
→ 3.8	51	.	7%	3.1%	5%	0.4%	i	48	i	0.8	-6%
> COc1ccc(-c2noc(-c3ccccc3C(=O)NCc3ccco3)n2)cc1OC
→ 0.4	75	1.1	10%	-1.7%	1%	2.2%	i	35	i	0.5	-2%
> COc1cccc(C(=O)Oc2ccc3c(C)cc(=O)oc3c2C(C)=O)c1
→ 1.5	81	1.1	0%	1.5%	7%	0.3%[50 µM]	i	5	i	2.1	5%
> COc1ccc(C(=O)NC(=S)Nc2nc(C)cc(C)n2)cc1Br
→ 1.5	50	.	.	.	27%	.	i	26	i	0.2	-8%
> COC(=O)c1ccccc1NC1CC(=O)N(c2c(C)cccc2C)C1=O (stereo not given)
→ -2.2	48	1	-4%	-0.7%	6%	0.0%	i	49	i	7.0	-11%

Compound profiles (already shown). Order of values: NTR1 ag, NTR1 ag cell count 20 µM, TNAP activators, Rac1 GTP hydrolysis, RSV antiviral HEp-2, SV40 large T antigen, K1F lysis inhibition, T cell HTS, T cell HTS vesicle-bound %, Myeloid diff MLP, Myeloid diff MLP GFP+ MAC1+ %, PhoP inhibition
`COc1ccccc1-n1nnnc1SCC(=O)NC1CC1` in the list: 0.4, 69, ., 1%, 0.8%, 14%, 0.3%[50 µM], i, 36, i, 0.7, -6%
`COc1cccc(C(=O)Oc2ccc3c(C)cc(=O)oc3c2C(C)=O)c1` in the list: 1.5, 81, 1.1, 0%, 1.5%, 7%, 0.3%[50 µM], i, 5, i, 2.1, 5%

Bioassay records (PubChem BioAssay)
